Screening data (PubChem)
GPR55 antagonists: GPR55 antagonists blocking LPI-driven arrestin recruitment, primary screen, imaging, U2OS, beta-arrestin-GFP, LPI agonist (AID 2013). 290,000 tested, 0.13% active. G-protein coupled receptor 55 (Homo sapiens). U2OS GPR55 beta-arrestin-GFP translocation imaging, LPI antagonism; higher % means a stronger effect. one-dose inhibition, % at 10 µM; IC50 in µM for titrated hits;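 active = spots per cell inhibited over 60%, with over 100 cells counted and total cytoplasm intensity under 500,000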;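 also: U2OS cells stably carrying GPR55 and arrestin-GFP stimulated by 5 µM LPI near EC80; imaged beta-arrestin-GFP aggregate spots per cell after agonist stimulation; plate controls were LPI-stimulated DMSO wells for no effect and DMSO wells without LPI for full effect; some results filed as inactive read as strong as hits; confirmed hits need IC50 under 10 µM and bright autofluorescent wells are also inconclusive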
KOR beta-arrestin-1: KOR agonists, beta-arrestin recruitment, primary screen, cell-based, luminescence, uHTS (AID 1777) | Kappa-type opioid receptor (Homo sapiens) | KOR beta-arrestin recruitment, luminescence; higher % means a stronger effect | activation, % at 10 µM; hits with a dose series show EC50 in µM | 280,000 tested, 0.02% active; in the data active = activation above about 50%, passing the limit was not always enough; also: a part of the inactive calls stands beside numbers as strong as those of hits
NTR1 agonist: agonists of NTR1, primary screen, imaging, U2OS cells, beta-arrestin-GFP, high content (AID 493036); NTR1-U2OS beta-arrestin-GFP spot imaging, agonist mode; activation, % at 20 µM; 330,000 tested, 0.17% active;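 active = activation at or above 40% of the spot to cytoplasm intensity ratio, with at least 20 cells analyzed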;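 also: 0% = DMSO without peptide and 100% = 100 nM NTR1 peptide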
Target sequence (P30989 whole entry, looked up): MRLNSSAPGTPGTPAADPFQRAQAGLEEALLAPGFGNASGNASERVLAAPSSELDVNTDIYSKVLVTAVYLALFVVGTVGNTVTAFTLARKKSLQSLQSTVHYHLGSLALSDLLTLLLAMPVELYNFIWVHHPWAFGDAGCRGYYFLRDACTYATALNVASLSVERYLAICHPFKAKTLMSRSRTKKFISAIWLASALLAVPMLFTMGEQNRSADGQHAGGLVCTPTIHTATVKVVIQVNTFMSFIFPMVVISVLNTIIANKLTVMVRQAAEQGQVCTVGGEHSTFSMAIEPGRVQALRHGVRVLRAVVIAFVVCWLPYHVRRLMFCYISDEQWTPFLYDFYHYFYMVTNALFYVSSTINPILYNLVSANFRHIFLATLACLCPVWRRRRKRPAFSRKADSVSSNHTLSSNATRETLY
GPR55 activation: GPR55 agonists via beta-arrestin recruitment, primary screen, imaging, U2OS cells, beta-arrestin-GFP redistribution (AID 1961) | G-protein coupled receptor 55 (Homo sapiens) | U2OS GPR55 beta-arrestin-GFP redistribution imaging; higher % means a stronger effect | activation, % at 10 µM; hits with a dose series show EC50 in µM | 290,000 tested, 0.048% active;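 active = activation above 40% with more than 50 cells counted in the well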;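 also: U2OS osteosarcoma cells stably expressing GPR55 and beta-arrestin-GFP; plate controls were DMSO negative control for no effect and LPI positive control for full effect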
T cell HTS: modulators of CD8 T cell-vesicle binding, primary screen, mouse 2C CD8+ T cells, flow cytometry | 2C CD8+ T cell-vesicle binding; hits give low values | calls only at 7 µM | 330,000 tested, 0.068% active | AID 2052, 2009;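 active = response, share of CD8 T cells binding vesicles, and their 90th percentile fluorescence all below set limits, cut at about 80% in these data, passing the limit was not always enough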
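Also added: QL9-peptide-loaded Drosophila micro-vesicles bearing Ld, ICAM-1 and B7-1; Test system: purified 2C TCR transgenic mouse naive CD8+ T cells; Measured by: cytometric PE anti-B7-1 and Alexa647 anti-CD8 signals after 1% paraformaldehyde fixation; Timing: binding step 1.5 h, 37 °C, antibody labelling 20 min, ice.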
Myeloid diff 2: induction of myeloid progenitor differentiation, primary screen, cell-based, flow cytometry, MLPCN library; ER-HoxA9 myeloid progenitors, lysozyme-GFP differentiation; calls only at 10 µM; 360,000 tested, 1% active; AID 624256, 2012;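 active = normalized GFP-positive differentiation at or above the plate's own cutoff, the solvent-only control mean plus 3 SD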;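 also: cells exposed to compound for four days before flow analysis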
KOR beta-arrestin-2: KOR antagonists, beta-arrestin recruitment, cell-based, luminescence, uHTS (AID 1778); Kappa-type opioid receptor (Homo sapiens); KOR beta-arrestin recruitment, luminescence, antagonist mode; higher % means a stronger effect; inhibition, % at 10 µM, or IC50 in µM where a hit was titrated; 290,000 tested, 0.091% active; also: strong numbers were not always called active
NOD2 inhibition: NOD2 signaling inhibitors, cell-based, luminescence, uHTS, HEK293 (AID 1566) | HEK293 NOD2/NF-kB luciferase reporter, luminescence; higher % means a stronger effect | inhibition, % at 4 µM, or EC50 in µM where a hit was titrated | 290,000 tested, 0.63% active; also: many of its hits are not listed in these tables
NOD1 inhibition: NOD1 signaling inhibitors, primary screen, cell-based, luminescence, uHTS (AID 1578). NOD1-driven NF-kB luciferase reporter cells, luminescence; higher % means a stronger effect. one-dose inhibition, % at 4 µM; EC50 in µM for titrated hits. 290,000 tested, 1% active; in the data active = inhibition mostly above about 36%, no sharp cut-off; inactive = mostly below about 34%;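 also: HEK-293T reporter cells stimulated with the NOD1 agonist gamma-tri-DAP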
T cell HTS vesicle-bound %: second read-out of T cell HTS, no call of its own (marks repeat the call); double positive events, %; measured here: CD8+ vesicle-bound cell fraction;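 binding gate set so that unloaded-vesicle control wells show 10% double positive cells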
NTR1 agonist cell count 20 µM: recorded beside NTR1 agonist, whose call it bears; cell count; measured here: cell count, cytotoxicity flag
Myeloid diff 2 GFP+ MAC1+ %: second read-out of Myeloid diff 2, no call of its own (marks repeat the call); GFP+ MAC1+ double positive, %; measured here: differentiation confirmed by MAC1 staining
An asterisk follows results filed as active; i = inactive; . = not tested or not shown; + = active, no number; [ ] = remark or other dose. Rule as the data show it, unless noted: active = inhibition above about 50%; inactive = the rest. Some of the compounds tested, so the mix of outcomes need not match the whole.

item	SMILES	GPR55 antagonists	KOR beta-arrestin-1	NTR1 agonist	NTR1 agonist cell count 20 µM	GPR55 activation	T cell HTS	T cell HTS vesicle-bound %	Myeloid diff 2	Myeloid diff 2 GFP+ MAC1+ %	KOR beta-arrestin-2	NOD2 inhibition	NOD1 inhibition
1	CCC(=Nc1ccc(OC)cc1OC)c1c(O)n(C2CCCCC2)c(=O)[nH]c1=O	-21%	3.6%	9.3	63	.	i	47	i	1.3	-53%	14%	-19%
2	CC(C)(C)n1cccc1/C=C1\C(=O)NC(=O)N(c2ccccc2)C1=O	9%	-2.9%	7.2	62	-0.2%	i	5	i	0.7	.	10%	3%
3	COc1ccc(-n2c(C)c([N+](=O)[O-])c3ccc(O)c(CN4CCCCC4)c32)cc1	31%	1.1%	1.5	76	-0.1%	i	35	i	0.1	-30%	.	2.8µM*
4	CC(C)NC(=O)Cn1cc(C(=O)c2ccccc2)c2ccccc21	5%	9.2%	1.2	49	1.6%	i	52	i	0.6	-40%[20 µM]	5%	-27%
5	Nc1ccc2c(c1)oc1ccccc12	-12%	4.1%	-2.3	64	0.0%	i	36	i	13	8%	-26%	3%
6	CC1(C)CC(N2CCCC2)=CC(=[N+]2CCCCCC2)C1	5%	-0.3%	0.3	68	-0.4%	i	16	i	0.6	5%	18µM*	5µM*
7	O=C(N/N=C/c1c(O)n(CCc2ccc(F)cc2)c(=O)[nH]c1=O)c1ccncc1	-4%	17%	0.7	66	0.1%	i	47	i	0.5	-11%	-1%	16%
8	Nc1c(C(=O)NCc2ccco2)c2nc3ccccc3nc2n1CCN1CCCCC1	16%	5.5%	0.1	55	-0.1%	i	4	i	5.9	-38%	1%	-8%
9	FC(F)(F)c1ccccc1CNCCc1c[nH]c2ccccc12	13%	1.0%	1.6	79	0.0%	i	59	i	0.4	-7%	15%	-1%
10	CCCCNC(=S)N1CCn2cccc2C1c1cccnc1 (stereo not given)	10%	-2.2%	3.4	65	-0.4%	i	34	i	0.3	2%	1%	-49%
11	CN1CN=C(N[N+](=O)[O-])N(Cc2ccco2)C1	-13%	-0.7%	0.2	46	0.2%	i	36	i	0.2	.	9%	-6%
12	CC(C)CCn1c(N)c(C(=O)OCC2CCCO2)c2nc3ccccc3nc21 (stereo not given)	-4%	-6.9%	16	47	0.1%	i	16	+	0.6*	-20%	15%	-35%
13	O=c1[nH]c(=S)n(-c2ccccc2Cl)c(O)c1C=NCCN1CCNCC1	5%	-2.6%	1.2	106	0.0%	i	34	i	0.3	-24%	1%	-9%
14	COC1CCCCC1NCCc1ccccc1 (stereo not given)	3%	.	-2.7	64	-0.1%	i	52	i	0.8	0%[20 µM]	16%	-7%
15	CCC(=O)Nc1ccccc1	-1%	-6.6%	3.2	107	-0.2%	i	31	i	3.7	-11%[20 µM]	10%	-24%
16	Cc1ccc(S(=O)(=O)N2CCCC2c2cccnc2)cc1 (stereo not given)	2%	-0.3%	0.3	65	-0.1%	i	15	i	1.7	31%	18%	2%
17	CCC(CO)(C(=O)OC1CC2CCC(C1)N2C)c1ccccc1 (stereo not given)	-6%	0.4%	-0.7	61	0.3%	i	60	i	0.8	-15%	7%	24%
18	CCN(CC)P(=O)(Oc1cccc(C)c1)N(CC)CC	-1%	2.3%	1.2	66	0.3%	i	36	i	0.6	7%	-7%	-10%
19	COc1ccc(CCNC(C)CCc2ccc(OC)cc2)cc1 (stereo not given)	23%	-0.7%	-1.3	52	-0.1%	i	66	.	.	32%	-7%	0%
20	O=C(c1ccc(Cl)cc1)C1CCCN(Cc2cccc3cnccc23)C1 (stereo not given)	-13%	-2.2%	4.0	47	0.0%	i	5	i	0.4	-18%	-3%	24%
21	Cc1sc2ncn(CC(=O)NCC(=O)N3CCC4(CC3)OCCO4)c(=O)c2c1C	2%	-3.0%	-0.6	51	-0.1%	i	43	i	0.4	0%	10%	-15%
22	Cc1ccc(S(=O)(=O)Oc2ccccc2C=C2C(=O)N(C)C(=O)N(C)C2=O)cc1	-2%	0.5%	4.7	66	0.0%	i	47	i	0.9	-17%	4%	-21%
23	COc1cc(N2CCOCC2)ccc1C=C1C(=O)NC(=O)NC1=O	-24%	-1.1%	0.2	94	0.3%	i	59	i	0.2	-8%	9%	-11%
24	Nc1c([N+](=O)[O-])cc(F)c(N2CCNCC2)c1Br	11%	-2.4%	0.2	38	0.1%	i	29	i	0.9	-16%	18%	13%
25	Cc1ccccc1-n1c(O)c(/C=N/NC(=O)c2ccncc2)c(=O)[nH]c1=O	4%	-1.8%	0.2	53	-0.1%	i	44	i	1.2	7%	30%	-3%

Exported with one line to a screen: part of the list above
#16 Cc1ccc(S(=O)(=O)N2CCCC2c2cccnc2)cc1 (stereo not given)
#17 CCC(CO)(C(=O)OC1CC2CCC(C1)N2C)c1ccccc1 (stereo not given)
#18 CCN(CC)P(=O)(Oc1cccc(C)c1)N(CC)CC
#19 COc1ccc(CCNC(C)CCc2ccc(OC)cc2)cc1 (stereo not given)
#20 O=C(c1ccc(Cl)cc1)C1CCCN(Cc2cccc3cnccc23)C1 (stereo not given)
Screen / compound no. | 16 | 17 | 18 | 19 | 20
GPR55 antagonists | 2% | -6% | -1% | 23% | -13%
KOR beta-arrestin-1 | -0.3% | 0.4% | 2.3% | -0.7% | -2.2%
NTR1 agonist | 0.3 | -0.7 | 1.2 | -1.3 | 4.0
NTR1 agonist cell count 20 µM | 65 | 61 | 66 | 52 | 47
GPR55 activation | -0.1% | 0.3% | 0.3% | -0.1% | 0.0%
T cell HTS | i | i | i | i | i
T cell HTS vesicle-bound % | 15 | 60 | 36 | 66 | 5
Myeloid diff 2 | i | i | i | . | i
Myeloid diff 2 GFP+ MAC1+ % | 1.7 | 0.8 | 0.6 | . | 0.4
KOR beta-arrestin-2 | 31% | -15% | 7% | 32% | -18%
NOD2 inhibition | 18% | 7% | -7% | -7% | -3%
NOD1 inhibition | 2% | 24% | -10% | 0% | 24%

Following part
item	SMILES	GPR55 antagonists	KOR beta-arrestin-1	NTR1 agonist	NTR1 agonist cell count 20 µM	GPR55 activation	T cell HTS	T cell HTS vesicle-bound %	Myeloid diff 2	Myeloid diff 2 GFP+ MAC1+ %	KOR beta-arrestin-2	NOD2 inhibition	NOD1 inhibition
26	Cc1nc2cc(C(F)(F)F)ccc2n1C1CCN(Cc2nnnn2Cc2ccc3c(c2)OCO3)CC1	0%	.	4.3	96	-0.2%	i	42	i	1.6	.	-191%	63%*
27	CCOP(=O)(OCC)C(NC(=O)c1ccc(C)cc1)=C(Cl)Cl	3%	-3.7%	-0.4	78	-0.6%	i	57	i	0.4	36%	2%	-9%
28	O=C(C(=O)N1CCOCC1)c1cn(CCCOc2ccccc2)c2ccccc12	7%	-6.2%	0.0	63	-0.1%	i	52	i	1.0	-36%[20 µM]	3%	0%
29	CC1=[N+]([O-])C2(N)CCc3nonc3C2(O)C1 (stereo not given)	2%	-6.0%	-1.1	95	0.1%	i	65	i	0.7	6%	19%	7%
30	CCC(C)NC(=O)CN1C(=O)CN=C(c2ccccc2)c2ccccc21 (stereo not given)	5%	-6.4%	1.5	73	0.1%	i	48	i	0.2	23%	0%	-12%
31	CCCCCn1c(=O)c(C(=O)Nc2ccccc2C)c(O)c2ccccc21	-6%	12%	-0.2	58	-0.2%	i	16	i	0.2	-52%[20 µM]	-14%	22%
32	CCOc1ccc(-n2c(O)c(N=Nc3c(C)n(C)n(-c4ccccc4)c3=O)c(=O)[nH]c2=O)cc1	6%	-6.1%	0.3	59	-0.1%	i	25	i	0.6	9%	16%	-5%
33	CCCNC(=O)N1C2CCC1CC(O)(c1cccnc1)C2 (stereo not given)	4%	-8.6%	-1.1	61	-0.1%	i	40	i	0.9	12%	11%	6%
34	CCCC1(CCC)C(=O)NC(=Nc2ccccc2)NC1=O	10%	2.4%	0.2	47	-0.1%	i	30	i	4.5	-2%	5%	-4%
35	O=Cc1c(C(=O)O)n(Cc2ccccc2Cl)c2ccccc12	5%	2.8%	-0.5	44	0.1%	i	32	i	0.4	0%	9%	-13%
36	Cc1nc2ccc(Cl)cc2c(=O)n1-c1cccc(Cl)c1	3%	-0.3%	0.4	65	-0.3%	i	60	i	0.6	-32%[20 µM]	-2%	-10%
37	CC(=O)Nc1ccc(C(=O)C(Cc2ccccc2)N(C)C)cc1 (stereo not given)	6%	-2.6%	-0.3	87	0.2%	i	50	i	0.6	28%	1%	6%
38	Cc1ccc(-c2nc(NC(=O)c3nn(C)cc3[N+](=O)[O-])sc2C)cc1	22%	-2.6%	39	84	4.6%	i	21	i	0.7	10%	3µM*	5.6µM*
39	CCCCn1c(=O)c(C(=O)NC(C)c2ccccc2)c(O)c2ccccc21 (stereo not given)	16%	0.2%	2.6	56	-0.1%	i	58	i	0.1	-9%	-10%	-14%
40	CC(=NCc1cccnc1)c1c(O)n(-c2ccccc2C)c(=O)[nH]c1=O	-7%	1.5%	0.8	69	-0.1%	i	7	i	6.5	-9%	-3%	-13%
41	CCOc1ccc(C2SCC(=O)Nc3c2c(C)nn3C2CCOC(C)(C)C2)cc1 (stereo not given)	-9%	-0.1%	-0.1	85	0.3%	i	34	i	1.4	-7%	12%	11%
42	Cc1ccsc1C(=O)C1CCCN(Cc2cnc(N3CCOCC3)s2)C1 (stereo not given)	13%	-0.8%	0.5	51	-0.3%	i	34	i	0.4	4%	28%	47%*
43	O=[As](O)(O)c1ccc(N=Nc2ccc(O)cc2)cc1	7%	-1.1%	.	.	0.2%	i	18	i	0.3	34%	10%	-4%
44	O=C(c1cc(C(=O)NCc2ccc(Cl)cc2)c(=O)n(Cc2ccc(Cl)cc2)c1)c1cc(F)ccc1O	7%	-1.7%	10	63	-0.2%	i	48	i	1.7	.	18%	3%
45	O=P1(Nc2cccnc2)COc2ccccc2OC1	-2%	2.3%	-1.6	82	-0.2%	i	36	i	1.2	14%	0%	3%
46	CCN(CC)S(=O)(=O)c1ccc(C)c(NCC(=O)Nc2ccc(C#N)c(Cl)c2)c1	11%	-0.2%	3.2	61	1.5%	i	44	+	2.7*	-13%	8%	23%
47	CCN(CC)CCCN=C(C)c1c(O)n(-c2ccc(C)cc2)c(=O)[nH]c1=O	9%	-1.8%	-2.2	52	-0.2%	i	2	i	7.1	-3%	1%	-5%
